Assay outcomes (PubChem)
XiGFP reactiv – reactivates the inactive X chromosome in mouse fibroblasts. XiGFP mouse fibroblasts, % GFP-positive cells imaging, 3 d; cells co-treated with 5-aza-dC sensitizer; scaled so ellipticine positive control = 100%. activation, % at 7.58 µM. 360,000 compounds, 0.055% hits;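 active = mean normalized replicate activation at least 10% and every replicate at or above 10%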;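 note: 0% = median of on-plate neutral control wells and 100% = ellipticine 6 µM median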
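System: 68-5-11 XiGFP fibroblast line; Timing: 3 days compound exposure; Compound dosing: one concentration, pinned; Benchmarks: positive control ellipticine, 6 µM final; Buffer or medium: DMEM containing 5-aza-dC.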
Statin myotox sup – suppression of simvastatin myotoxicity; C2C12 myotubes + simvastatin, ATP luminescence, 48 h; scaled: DMSO 0, geranylgeraniol control 100; rescue of ATP level, % at 7.49 µM; 330,000 compounds, 0.78% hits;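 active = mean ATP rescue above about 67%, or every replicate alone reaching that limit, limit read from the data, passing the limit was not always enough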;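 note: myotubes were challenged with 10 µM simvastatin during compound exposure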
ERAP1 HTS inh – ERAP1 (human) enzyme inhibition; inhibition, % at 10.7 µM; Q9NZ08; 340,000 compounds, 0.15% hits; recombinant ERAP1, Leu-AMC fluorescence, 60 min;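 active = mean replicate inhibition of at least 30%, or all replicates individually reaching that 30% level; inactive = mean below 30% and not every replicate reaching it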;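 note: 0% = neutral control wells and 100% = L-leucinethiol positive control wells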
S100A4 MyoIIA – S100A4-myosin IIA interaction inhibition | P26447 | S100A4/TAMRA-MyoIIA peptide fluorescence polarization | inhibition, % at 10.7 µM | 360,000 compounds, 0.14% hits | AID 652163;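 active = mean inhibition of at least 70% across replicates, with every replicate also reaching that level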
Target sequence (P26447 whole entry, looked up): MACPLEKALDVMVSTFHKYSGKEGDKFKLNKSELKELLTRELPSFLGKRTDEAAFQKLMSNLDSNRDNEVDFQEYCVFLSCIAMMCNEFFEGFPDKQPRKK
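Material: S100A4 monomer protein | Medium: HEPES pH 7.2 with CaCl2, KCl, NaCl, DTT, Triton | Reagent: Labelled myosin peptide probe, 5 nM | Doses: One dose per compound | Times: 5 min incubation before reading | Benchmarks: Neutral control DMSO, positive control TFP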
LGR2 antag – Drosophila LGR2 receptor signaling inhibition; HEK293 LGR2, CRE-luciferase, bursicon-stimulated, 4 h; inhibition, % at 9.99 µM; 380,000 compounds, 0.35% hits; AID 720647;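 active = drop in luminescence signal, shown as inhibition above about 50% in the replicate tests, limit read from the data, passing the limit was not always enough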;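 note: agonist challenge used bursicon conditioned medium at about half maximal strength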
Cneo AK release – causes C. neoformans cell lysis; AID 651654; lysis activity, % at 15 µM; adenylate kinase release luminescence, 4 h; normalised: neutral wells 0, clomiphene wells 100; 360,000 compounds, 0.2% hits;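 active = mean lysis activity across replicates of at least 80%, whatever share of replicates individually reach that level; inactive = mean lysis activity below 80%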
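Assay system: C. neoformans cells. Amount: yeast cell density of 5 × 10^6 cells/mL. Technique: AK luminescence. Buffer or medium: YPD. Times: static 4 h at 37 °C with compound, 1 h detection. Dosing: single-point compound dose. Read-out: lysis from increased AK signal.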
PGC1a acetyl inh – PGC1a acetylation modulation, inhibitor mode; AID 651687; U2OS PGC1a acetylation, AlphaScreen anti-acetyl-lysine; with virally co-expressed GCN5 acetyltransferase; 350,000 compounds, 0.17% hits; inhibition, % at 15.6 µM;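 active = every replicate shows inhibition of at least 40%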;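 note: 0% = neutral control wells and 100% = positive control wells; some results beyond the cut were filed as inactive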
SIRT5 inh – sirtuin-5 (human) deacylase inhibition; Q9NXA8; Purified SirT5, succinyl-peptide AMC, trypsin-coupled fluorescence; inhibition, % at 15 µM; 330,000 compounds, 1.1% hits; in the data active = inhibition above about 15%
Target sequence (Q9NXA8 whole entry, looked up): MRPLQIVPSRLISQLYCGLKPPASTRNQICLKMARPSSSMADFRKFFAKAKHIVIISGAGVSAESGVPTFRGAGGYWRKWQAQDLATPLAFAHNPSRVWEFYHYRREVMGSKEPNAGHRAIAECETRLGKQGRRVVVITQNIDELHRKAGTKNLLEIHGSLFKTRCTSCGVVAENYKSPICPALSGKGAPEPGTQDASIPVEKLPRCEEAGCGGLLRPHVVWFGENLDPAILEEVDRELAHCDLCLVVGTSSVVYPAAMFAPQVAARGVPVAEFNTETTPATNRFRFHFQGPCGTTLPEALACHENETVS
Active calls of the source: *; / = not tested or not shown; & = joins results of further samples. Not all compounds are listed. The share of hits here may be higher or lower than overall.

#	smiles	ERAP1 HTS inh	LGR2 antag	PGC1a acetyl inh	Cneo AK release	Statin myotox sup	SIRT5 inh	S100A4 MyoIIA	XiGFP reactiv
1	C=CCNC1=C(Cl)C(=O)N(c2ccccc2Cl)C1=O	2	-10	-6	-1	24	0	-1	/
2	O=C(CC1CC1)N[C@@H]1CC[C@H](CCNS(=O)(=O)c2ccc(Cl)cc2)O[C@H]1CO	-1	-6	64*	2	0	-1	-5	0.4
3	Cc1cc(C)n(C(=O)Cn2nc([N+](=O)[O-])c(Br)c2C)n1	-1	7	5	/	/	0	6	0.2
4	CN(C(=S)NC(=O)C1CCCC1)c1ccccc1	-1	7	11	0	9	/	0	0.1
5	COc1cc(C2CC(=O)NC3=C2C(=O)CC(C)(C)C3)ccc1O (configuration not stated)	/	/	1	7&-1	-13	/	7	/
6	O=C(CCC(=O)N1CCOc2ccc(Cl)cc21)NCCCN1CCN(c2ccccc2F)CC1	1	-5	-1	0	-1	0	-2	0.0
7	C[C@H]1CN([C@@H](C)CO)C(=O)c2cc(-c3ccncc3)cnc2O[C@@H]1CN(C)C(=O)NC1CCCC1	/	-7	1	/	10	/	/	-0.4
8	Cc1ccc(NC2c3ncccc3C(=O)N2Cc2cccs2)cc1C (configuration not stated)	0	32	5	0	/	6	-9	0.0
9	CC(C)NC(=O)N(C)C[C@@H]1Oc2ccc(NC(=O)Cc3cn(C)c4ccccc34)cc2C(=O)N([C@@H](C)CO)C[C@H]1C	-4	17	1	0	16	0	-3	0.0
10	C[C@@H]1CN([C@H](C)CO)C(=O)Cc2cc(NC(=O)Cn3cnnn3)ccc2O[C@H]1CN(C)Cc1ccc(C(=O)Nc2ccccc2N)cc1	1	-24	-1	12	-5	13	-8	0.3
11	COCC(O)CNc1ccccc1 (configuration not stated)	0	-12	/	/	/	-10	1	0.0
12	N#Cc1c(Cl)cccc1N1CCSCC1	-8	6	/	/	/	0	8	-0.1
13	COc1ccc(CCNC(=S)NCc2ccc(Cl)c(Cl)c2)cc1OC	2	14	-1	/	/	-5	6	0.0
14	Cc1cccc(S(=O)(=O)N2CC[C@@H]3[C@@H](CO)Nc4ccc(C#Cc5cccnc5)cc4[C@@H]32)c1	-2	-7	-21	/	/	2	-2	0.1
15	C=CCC(=O)NC(C)c1cnn(-c2ccccc2C)c1C (configuration not stated)	-2	-8	4	-1	8	-3	-4	-0.3
16	COc1ccc(S(=O)(=O)N(C)C[C@H]2Oc3c(NS(=O)(=O)c4cccs4)cccc3C(=O)N([C@@H](C)CO)C[C@@H]2C)cc1	-1	-10	5	/	/	-1	-4	-0.2
17	N#Cc1ccc(-c2ccc([C@H]3[C@H](CO)N4C(=O)CN(C(=O)C5CCCCC5)C[C@@H]34)cc2)cc1	2	5	12	/	/	6	-12	0.0
18	Cn1c(NNC(=O)c2cccc3ccccc23)cc(=O)n(C)c1=O	2	-2	4	0	18	-2	-4	0.0
19	CN(C)S(=O)(=O)c1cccc(C(=O)Nc2ccc(S(=O)(=O)N3CCCC3)cc2)c1	1	-11	/	/	/	-7	6	0.3
20	N#Cc1cccc(-c2ccc3c(c2)[C@H]2[C@H](CCN2C(=O)c2ccccc2F)[C@@H](CO)N3)c1	3	17	2	-2	11	6	1	0.1
21	Cc1ccc2nc(SCC(=O)N3CCCCC3)nc(=O)n2c1	-4	-6	-5	-2	9	2	-1	0.3
22	COc1ccc(OCC(=O)Nc2c(C)ccc3nsnc23)cc1	-6	-2	/	-1	5	0	-21	-0.1
23	COc1ccc(-c2nc(CN3CCC(C(=O)NC4CCCC4)CC3)c(C)o2)cc1OC	0	-17	/	1	15	1	-2	0.0
24	CCOC(=O)c1cc(C#N)c(SCC(=O)Nc2ccc(C(C)=O)cc2)[nH]c1=O	/	-4	-5	/	/	-3	1	0.0
25	CCc1nnc(NC(=O)C(C)Sc2ccccc2)s1 (configuration not stated)	7	2	-35	0	-4	1	-1	0.4
26	CNS(=O)(=O)c1cccc(C(=O)OCC(=O)Nc2nc(OC)cc(OC)n2)c1	1	-5	4	0	6	-1	4	0.0
27	COCCNC(=O)C1CC(c2ccccc2C(F)(F)F)=NO1 (configuration not stated)	-4	-11	-2	0	6	2	-7	0.2
28	COc1ccccc1CNc1nc(=S)[nH]c2cc(OC)c(OC)cc12	0	31	/	2	-5	1	-4	0.3
29	O=C(OC(C(=O)NC1CCCCC1)c1ccccc1F)c1ccco1 (configuration not stated)	6	6	6	1	-3	0	-2	0.3
30	CC(C)C(=NO)c1ccccc1	-1	2	/	0	-2	-1	0	-0.2
31	C[C@@H]1CN([C@@H](C)CO)C(=O)c2cc(NS(=O)(=O)c3ccc(F)cc3)ccc2O[C@@H](C)CCCCO[C@H]1CN(C)Cc1ccc2c(c1)OCO2	0	-17	-10	15	/	0	-27	0.0
32	C[C@@H]1CN([C@@H](C)CO)C(=O)c2cc(NC(=O)CCCCCC(=O)Nc3ccccc3N)ccc2O[C@H]1CN(C)S(=O)(=O)c1ccc(F)cc1	4	22	1	/	/	9	-5	-1.3
33	Cc1oc2cc([N+](=O)[O-])c(O)c([N+](=O)[O-])c2c1C(=O)c1ccc(Cl)cc1	3	28	-11	-1	18	3	-2	-0.1
34	CCC(=O)NC(c1ccccc1)c1c(O)ccc2ccccc12 (configuration not stated)	-2	-15	-7	5	37	-4	-6	0.3
35	Cc1ccc(NC(=O)CN(C)C(=O)C2CCC2)cc1	-4	7	/	-3	-1	0	-1	0.0
36	CN1CCN(c2ncnc3c2cnn3-c2ccc(Cl)cc2)CC1	2	6	1	-8	-3	0	-3	-0.1
37	COc1cccc(NC(=S)N(Cc2ccccn2)Cc2ccccc2Cl)c1	-2	1	-4	8	/	-2	-4	0.0
38	O=C(O)c1cc(S(=O)(=O)Nc2ccccc2Cc2ccccc2)ccc1Cl	-2	7	/	-3	3	-4	-2	0.1
39	CCOc1ccc(C(=O)NCC(=O)N2CCN(c3ccc(C(F)(F)F)cn3)CC2)cc1	-1	-9	4	1	2	0	-1	0.3
40	CCCc1ccc2oc(C(=O)N3CCCC3)c(C)c2c1	1	-19	10	4	-21	-2	-2	0.0
41	Cc1ccc(-n2c(C)nnc2SCC(=O)N(C)C2CCS(=O)(=O)C2)cc1 (configuration not stated)	-9	-5	5	-1	21	3	-10	0.0
42	C[C@@H]1CN([C@@H](C)CO)C(=O)c2cc(NC(=O)NC3CCCCC3)ccc2O[C@@H](C)CCCCO[C@H]1CN(C)S(=O)(=O)c1cn(C)cn1	1	-7	-7	-1	/	-5	3	0.2
43	CC1(C)Cc2c(c(N3CCOCC3)nc3sc4c(NCCN)ncnc4c23)CO1	2	-9	-16	/	/	4	9	-0.1
44	CCn1c(CC(=O)Nc2ccccc2)n[nH]c1=S	1	-5	4	-5	1	-4	-7	0.0
45	C[C@@H]1CN([C@@H](C)CO)C(=O)c2c(c3ccccc3n2C)-c2ccccc2CO[C@H]1CN(C)C(=O)c1ccc(F)cc1	1	13	-8	-2	/	-6	2	0.2
46	CCN1CC(=O)N2[C@H](CO)[C@H](c3ccc(-c4ccccc4F)cc3)[C@@H]2C1	1	-13	-4	/	/	5	-2	0.0
47	O=C(NN=C1CCCCC1)Nc1ccccc1Cl	1	-21	-2	-2	1	/	-2	0.0
48	N/C(=N\OC(=O)c1cc(-c2ccccc2)nc2ccccc12)c1ccncc1	0	-2	1	0	-13	-1	-1	/
49	O=C(c1ccccc1)N1Cc2ccccc2C[C@]2(N=C(c3ccc(OCCCO)cc3)O[C@@H]2c2ccccc2)C1=O	-4	/	/	65	/	0	-8	/
50	CS(=O)(=O)Nc1nc2ccccc2[nH]1	0	5	2	0	-4	-3	-2	0.1
51	CC(C)(C)c1ccc(OCCC(=O)Nc2cccc(S(=O)(=O)N3CCOCC3)c2)cc1	-5	6	-8	-2	/	0	0	0.0
52	Cc1ccc(C)c(Cc2c(C)nc(C)[nH]c2=O)c1	/	8	-2	2	-4	/	/	-0.2
53	Fc1ccc(-c2nc3ccc(Cl)cn3c2Cc2ccsc2)cc1	-5	-40	-2	-1	-5	28*	38	-0.1
54	CCc1ccc(/C=C2\SC(=S)N(CCCC(=O)N(CCO)c3ccccc3)C2=O)cc1	-2	6	21	0	49	/	-3	0.2
55	CCn1c(=O)c2[nH]c(SC)nc2n(CC)c1=O	-1	-10	4	-16	17	-1	1	0.9
56	COc1ccc(NC(=O)C/C(C)=N/NC(=O)CCc2ccccc2)c(OC)c1	4	1	/	0	2	-4	-1	0.0
57	COc1ccc(Cl)cc1NC(=O)CN(C)S(=O)(=O)c1cccs1	-4	-3	-9	-1	18	-3	-9	0.2
58	N#CC1=C(N)N(c2ccc(F)cc2)C(=O)C1	2	-18	-8	-2	1	-2	2	/
59	C[C@H]1CN([C@@H](C)CO)C(=O)c2cc(/C=C/c3ccccc3)cnc2O[C@@H]1CN(C)Cc1ccncc1	5	-19	7	0	16	-9	2	-2.0
60	CCN1CCSc2ccc(C(=O)NCc3ccccc3F)cc21	-2	-16	0	-2	8	-9	0	0.2
61	COc1ccc(NC(=O)CC(C)n2ccnc2)cc1 (configuration not stated)	-2	-8	-14	-1	-5	1	9	0.0
